# Insulin prom inh: inhibitors of insulin promoter-driven GFP, primary screen, imaging, TRM-6 cells (human fetal islet line), eGFP reporter, cell count | AID 1273, 2008 | 0.9% of 130,000 active | inhibition, % at 2 µM | reporter expression induced with tamoxifen;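 active = inhibition above the mean plus 3 SD, with well images judged a real hit on visual review, cut at about 60% in these data, passing the limit was not always enough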
# SDO1 yeast rescue: growth rescue of sdo1-depleted yeast, primary screen, S. cerevisiae, bone marrow failure model | S. cerevisiae sdo1-depleted JHY4D growth rescue, OD600 30 h; active compounds read high; pdr5 snq2 efflux-pump mutant strain | z-score at 10 µM | 0.21% of 140,000 active | AID 817, 2007;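 active = z-score above 3 at both the 24 hr and the 30 hr optical density reads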;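 also: z-score against mean and SD of all compound wells on the same plate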
# SDO1 yeast rescue Rescue 24 h: further read-out of SDO1 yeast rescue, marked with its call; z-score; S. cerevisiae sdo1-depleted JHY4D growth rescue, OD600; measured here: growth rescue at 24 h;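 0 is the plate mean of compound wells and units are plate SD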
# * hit, by the source's call; . = no result given. These rows are one share of the data; the hit share may differ from the screen's.
SMILES,Insulin prom inh,SDO1 yeast rescue,SDO1 yeast rescue Rescue 24 h
CCOC(=O)c1c(NC(=O)CN2CCCCC2)sc(C)c1C,16,.,.
COC(=O)c1ccc(NC(=O)CSc2nnc(COc3c(C)cccc3C)o2)cc1,.,-0.67,-0.69
CSc1cccc(NC(=S)N2CCC(N(C)C3CCCCC3)CC2)c1,31,.,.
CCC(C)(C)C1CCC(=NNS(=O)(=O)c2ccc(C)c([N+](=O)[O-])c2)CC1 (stereo unspecified),35,0.17,0.02
COc1ccc(NC(=O)CN2CCN(S(=O)(=O)c3ccc(C(C)C)cc3)CC2)cc1OC,-19,-0.69,-0.86
N#C/C(=C\c1ccncc1)C(N)=O,0,.,.
Cc1ccc(/C=C(\NC(=O)c2ccccc2)C(=O)NC(Cc2ccccc2)C(=O)O)cc1 (stereo unspecified),0,-0.9,-1.4
Clc1ccc(CSc2nccn2Cc2ccccc2)cc1,-3,-1,-1
Cc1cccc(S(=O)(=O)c2c(N)n(-c3ccccc3)c3nc4ccccc4nc23)c1,-37,-0.42,-0.38
CCCCc1cc(=O)oc2cc(C)cc(O)c12,-97,-2.1,-0.98
CCN(C(=O)CN1C=NS(=O)(=O)c2ccccc21)c1ccccc1,4,-0.14,-0.88
O=C(Nc1ccc2c(c1)OCO2)C(c1ccccc1)N1CCN(C(=O)c2ccco2)CC1 (stereo unspecified),-19,1.4,2.3
Cc1ccccc1N(C(=O)Cn1nnc(-c2cccs2)n1)C(C(=O)NCCC(C)C)c1ccco1 (stereo unspecified),11,-0.43,-0.67
CC(=O)c1cccc(-n2nnnc2SCC(=O)Nc2cccc(NC(=O)c3ccco3)c2)c1,.,0.26,0.41
COc1ccccc1-c1ccc(SCc2ccccc2)nn1,-18,.,.
Clc1ccc(-c2csc(N3CCSCC3)n2)cc1,-19,-0.06,-0.74
NC(=O)C1CCN(C(=O)CC2(CC(=O)O)CCCCC2)CC1,-94,.,.
CSc1ccc(NC(=O)CC(C)=O)cc1,.,-0.02,-0.65
Cc1cccc2nc(=S)n(C(=O)c3ccco3)n12,.,0.83,0.07
Cc1c(NS(=O)(=O)c2ccccc2)c(=O)n(-c2ccccc2)n1C,22,0.54,-0.06
Cc1ccc(C)c(CN2C(=O)C(C)Oc3ccc(C)cc32)c1 (stereo unspecified),5,-1.3,-1
Brc1ccc(CSc2ncnc3nc[nH]c23)cc1,-10,-0.81,-0.86
CC(C)(C)c1ccc(C(=O)c2c[nH]c(C(=O)NCc3cccnc3)c2)cc1,.,1.3,0.85
N#CC1=C(N)OC2=C(CCc3ccccc32)C1c1ccccc1 (stereo unspecified),-73,-0.89,-0.2
CC(=O)Nc1cccc(NC(C)=O)n1,46,0.47,0.09
# (continued)
SMILES,Insulin prom inh,SDO1 yeast rescue,SDO1 yeast rescue Rescue 24 h
CCN1CCN(c2cc(C)c3cc(NC(=O)c4cnccn4)ccc3n2)CC1,.,1.5,1.6
CC1=NC2(CCCc3c2no[n+]3[O-])N(O)C1(C)C (stereo unspecified),.,-0.06,-0.73
CC(C)(C)NC(=O)C(c1ccncc1)N(C(=O)CNC(=O)c1ccco1)c1ccc2c(c1)OCO2 (stereo unspecified),38,1.5,1.8
CCCc1cc(=O)n2[nH]c(NCc3ccc(Cl)cc3Cl)nc2n1,.,-0.76,-1.3
Cc1ccc(S(=O)(=O)NCC(=O)N2CCC(C)CC2)cc1,.,0.2,-0.03
COC1C/C(=N\O)C2OC(c3ccccc3)OCC2O1 (stereo unspecified),-17,0.32,-0.35
CCOC(=O)c1c(NC(=O)Cn2c(C)nc3ccccc32)sc2c1CCC2,14,0.28,2.4
Cc1nc(N/C(N)=N/S(=O)(=O)c2ccc([N+](=O)[O-])cc2)nc2ccccc12,30,-0.68,-0.78
COc1cc(C(c2c(C)[nH][nH]c2=O)c2c(C)[nH][nH]c2=O)ccc1OCc1ccc([N+](=O)[O-])cc1,.,0.32,0.67
CCN1CCN(C(=O)CN(CC)S(=O)(=O)c2ccc(Cl)cc2)CC1,-8,1.9,2.2
CC1(C(=O)O)COC(c2ccc([N+](=O)[O-])cc2)OC1 (stereo unspecified),-73,0.8,1.3
CCc1ccc(NC(=O)Cn2nc(C)c([N+](=O)[O-])c2C)cc1,-30,.,.
Cc1nc(SCC(=O)N(C)Cc2ccco2)c2c(C)c(C)sc2n1,.,-1,-0.43
Cc1cccc2sc(N(CCCN(C)C)C(=O)CCc3ccccc3)nc12,.,-1.8,-1.6
Nc1ccc(C2CCCc3nonc32)c2nonc12 (stereo unspecified),-37,0.4,0.67
CCOc1ccc(NC(=O)CN(C)CC(=O)Nc2cc(Cl)ccc2C#N)cc1OCC,26,-0.78,-0.83
CC1=NC(C#N)=C(C#N)NC(C)(C)C1,-21,.,.
Cc1cc2c(cc1C)CSC(c1ccccc1OC(=O)C(C)(C)C)SC2,-36,-0.55,-0.85
CCOC(=O)c1cnc(Nc2nc3ccccc3o2)nc1CSC(=S)N(CC)CC,.,0.04,0.11
COc1ccc(NC(=O)c2ccc3c(=O)n(Cc4ccco4)c(=S)[nH]c3c2)c(OC)c1,4,1.6,0.71
CC(=O)Nc1ccc(S(=O)(=O)N2CCN(S(=O)(=O)N3CCCCCC3)CC2)cc1,19,-0.16,0.3
COc1ccc(C(=O)COC(=O)CCN=C2NS(=O)(=O)c3ccccc32)cc1OC,6,0.92,0.13
CCOC(=O)c1c(NC(=O)c2cc(-c3ccc(Cl)s3)nc3ccccc23)sc(C(N)=O)c1C,26,-1.1,-0.2
CC(C)SCC(=O)Nc1ncc2c(n1)-c1ccccc1CC2,-50,.,.
CCCC(=O)N(Cc1cc2cc(C)ccc2[nH]c1=O)c1ccccc1OC,-69,-0.14,-0.8
# More compounds.
SMILES,Insulin prom inh,SDO1 yeast rescue,SDO1 yeast rescue Rescue 24 h
CSc1ccccc1NC(=O)CN1CCCCC1C (stereo unspecified),0,.,.
O=C(Cn1cc([N+](=O)[O-])cn1)Nc1ccccn1,.,0.55,-0.15
CCCN(CCC)S(=O)(=O)c1ccc(C(=O)N2CCC(=O)c3ccccc32)cc1,-9,-1.2,-0.71
CCc1ccc(NC(=O)c2ccc(C3SCC(=O)N3CCc3ccccc3)cc2)cc1 (stereo unspecified),7,-0.72,0.69
COc1ccccc1CCNC(=O)c1cnccn1,-11,-0.23,0.04
COc1ccc(NC(=O)N2CCC(c3nc(-c4cccs4)no3)CC2)cc1,14,-1.3,-1.8
O=[N+]([O-])c1ccc(Cl)c(CN2CCSCC2)c1,-38,0.56,0.54
CCC(=O)N1CCN(c2ccccc2NC(=O)c2ccc(OC)c(Cl)c2)CC1,-20,0.24,0.37
CCc1cccc2c(=O)c(C(=O)NCCN3CCOCC3)c[nH]c12,64,-0.16,-0.63
Cc1cc(C=O)c(C)n1-c1ccc(Cl)c(C(=O)O)c1,-6,.,.
O=C(CCc1ccccc1)NC(=S)Nc1cc(C(F)(F)F)ccc1N1CCOCC1,-52,-0.52,0.18
COc1ccc(N(C(C)C(=O)NN=C2CCCCCCC2)S(C)(=O)=O)cc1 (stereo unspecified),45,.,.
CCCS(=O)(=O)N1CCN=C1SCc1cccnc1,64,.,.
COC(=O)c1sccc1NC(=O)CN(C)NS(=O)(=O)c1ccc(F)cc1,-4,0.05,-0.4
O=C(c1cccc(F)c1)N1CCN(c2cc(N3CCCCC3)c(F)cc2[N+](=O)[O-])CC1,-37,-0.74,-0.18
COc1ccc(NC(=O)C(=O)NCCC2=CCCCC2)c(OC)c1,-24,-0.51,-0.08
COC(=O)c1nnn(CC(=O)Nc2cccc(Cl)c2)c1C(=O)OC,61,0.47,0.63
Cc1ccc(-c2nnn(CCOc3cccc(Br)c3)n2)cc1,3,-0.37,0.48
O=[N+]([O-])c1cccc(N/N=C/c2cccc3ccccc23)c1,27,-1.5,-0.6
CCOC(=O)c1[nH]c(C)c(C(=O)NCc2ccc(OC)cc2)c1C,.,-0.1,-0.21
O=S(=O)(N/N=C/c1c(F)cccc1Cl)c1ccccc1,42,0.35,0.53
COC(=O)c1cc(NC(=O)CSc2nncn2C)cc(C(=O)OC)c1,.,0.06,0.27
CCOC(=O)c1sc2ncn(C(C)C(=O)OCC)c(=O)c2c1C (stereo unspecified),.,-2.3,-1.9
CCNC(=S)N/N=C/c1c(Cl)cccc1Cl,37,0.27,1.2
Cc1ccc(CNC(=O)CCNS(=O)(=O)c2ccc(C)cc2)cc1,-17,-0.09,-0.78

# Quoted at random: six records from the list.
SMILES,Insulin prom inh,SDO1 yeast rescue,SDO1 yeast rescue Rescue 24 h
COC(=O)c1cc(NC(=O)CSc2nncn2C)cc(C(=O)OC)c1,.,0.06,0.27
CSc1ccccc1NC(=O)CN1CCCCC1C (stereo unspecified),0,.,.
COc1ccc(NC(=O)N2CCC(c3nc(-c4cccs4)no3)CC2)cc1,14,-1.3,-1.8
Cc1ccc(-c2nnn(CCOc3cccc(Br)c3)n2)cc1,3,-0.37,0.48
O=C(Cn1cc([N+](=O)[O-])cn1)Nc1ccccn1,.,0.55,-0.15
CCC(=O)N1CCN(c2ccccc2NC(=O)c2ccc(OC)c(Cl)c2)CC1,-20,0.24,0.37

# Some values from above.
# Result of CCNC(=S)N/N=C/c1c(Cl)cccc1Cl in SDO1 yeast rescue Rescue 24 h: 1.2
# Result of Cc1cc(C=O)c(C)n1-c1ccc(Cl)c(C(=O)O)c1 in Insulin prom inh: -6
# Result of CCC(=O)N1CCN(c2ccccc2NC(=O)c2ccc(OC)c(Cl)c2)CC1 in Insulin prom inh: -20
# Result of COC(=O)c1cc(NC(=O)CSc2nncn2C)cc(C(=O)OC)c1 in SDO1 yeast rescue Rescue 24 h: 0.27
# Result of COc1ccccc1CCNC(=O)c1cnccn1 in Insulin prom inh: -11
# Result of COc1ccc(NC(=O)N2CCC(c3nc(-c4cccs4)no3)CC2)cc1 in SDO1 yeast rescue Rescue 24 h: -1.8
# Result of CCOC(=O)c1[nH]c(C)c(C(=O)NCc2ccc(OC)cc2)c1C in SDO1 yeast rescue: -0.1

# Further structures follow:
SMILES,Insulin prom inh,SDO1 yeast rescue,SDO1 yeast rescue Rescue 24 h
Cc1[nH]c2ccccc2c1C(=O)COC(=O)c1c(-c2ccccc2Cl)noc1C,20,-0.81,-0.49
O=C(NCC1COc2ccccc2O1)C1C2C=CC3(CN(Cc4cccs4)C(=O)C13)O2 (stereo unspecified),5,1.7,1.1
CCOC(=O)c1cc(-c2ccccc2)sc1NC(=O)CN1C(=O)NC(CC)(c2ccccc2)C1=O (stereo unspecified),.,-1.1,-0.5
Cc1ccc(F)cc1NC(=O)CCC(=O)c1cccs1,-19,-0.06,-0.72
CCOC(=O)C1(Cc2cccc(F)c2)CCN(Cc2cnn(CC)c2C)CC1,-33,.,.
CCOC(=O)c1ccc(NC(=O)CCSCCc2ccccn2)cc1,-14,.,.
COc1cc(OC)c(C2C3=C(CCCC3=O)Nc3nc4ccccc4n32)cc1OC (stereo unspecified),.,0.68,0.55
Cc1ccccc1NC(NC(=O)c1cccnc1)C(Cl)(Cl)Cl (stereo unspecified),-43,-0.32,-0.41
O=C1c2oc3ccc(F)cc3c(=O)c2C(c2ccccc2)N1CC1CCCO1 (stereo unspecified),-36,0.75,0.92
O=C(CCCn1c(=S)[nH]c2cc3c(cc2c1=O)OCO3)N1CCN(c2ccccc2F)CC1,10,-1.2,-0.93
O=C(Cn1cnc2c(nnn2Cc2ccc(F)cc2)c1=O)N1CCCCC1,29,-0.42,-0.8
Cc1onc(-c2ccccc2)c1C(=O)n1cccn1,-320,0.03,0.81
COc1cc(SC)ccc1C(=O)NCCc1ccccc1,9,-0.23,-0.31
CC(C)N=C(Nc1ccccc1)c1cccnc1,12,1.2,1.4
CCc1c(C)nc2ncnn2c1N1CCCC(C(=O)Nc2ccc(NC(C)=O)cc2)C1 (stereo unspecified),6,0.62,-0.17
COc1ccc(/C(O)=C2/C(=O)C(=O)N(CCCN(C)C)C2c2ccccc2)cc1OC (stereo unspecified),3,-0.1,-0.54
c1ccc(-c2nnc(N3CCOCC3)c3ccccc23)cc1,56,.,.
Cc1ccc(OCCN2C(=O)c3ccccc3C2=O)c([N+](=O)[O-])c1,-8,-0.24,0.12
Cc1cc(C(=O)CSc2nc(N)cc(N)n2)c(C)n1-c1cccc(C(F)(F)F)c1,8,-0.84,-1.3
Cc1ccc(C)c(NC(=O)c2ccc(N(C)S(C)(=O)=O)cc2)c1,27,-0.08,-0.7
COC(=O)c1sc(NC(=O)CSc2nncs2)c(C(=O)OC)c1C,31,-0.66,-0.37
Cc1cc(=O)[nH]c(SCC(=O)c2c(N)n(C)c(=O)n(C)c2=O)n1,27,0.96,0.77
O=C(CSc1nnc(-c2ccoc2)o1)N1CCOCC1,9,-0.3,-1.2
Clc1ccc2nncn2n1,-25,.,.
COc1ccc(CCN(Cc2ccccn2)C(=S)Nc2cccc(SC)c2)cc1OC,-40,.,.
Cc1cc(C)n(CC(O)Cn2c3ccccc3c3ccccc32)c(=O)n1 (stereo unspecified),.,0.55,0.5
CCS(=O)(=O)c1ccc(-c2csc(-c3ccccc3)n2)c(Cl)c1Cl,5,-0.66,-0.02
CCOC(=O)C1=C(N)OC2=C(C(=O)CCC2)C1c1ccccc1OC (stereo unspecified),14,.,.

# An excerpt from above in order of molecular weight, smallest number first.
SMILES,Insulin prom inh,SDO1 yeast rescue,SDO1 yeast rescue Rescue 24 h
Cc1cc(=O)[nH]c(SCC(=O)c2c(N)n(C)c(=O)n(C)c2=O)n1,27,0.96,0.77
O=C(Cn1cnc2c(nnn2Cc2ccc(F)cc2)c1=O)N1CCCCC1,29,-0.42,-0.8
COc1ccc(/C(O)=C2/C(=O)C(=O)N(CCCN(C)C)C2c2ccccc2)cc1OC (stereo unspecified),3,-0.1,-0.54

# Assay outcomes deposited in PubChem BioAssay by several laboratories.
